Screening data deposited in PubChem by Vanderbilt High Throughput Screening Facility.
Cav32 inh: human Cav3.2 channel inhibition, primary screen | O95180 | Cav3.2-expressing cells, Fluo-4 calcium fluorescence FDSS; hits give low values | B-score at 10 µM | hit rate 4% among 100,000;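 active means single-dose well whose peak fluorescence ratio is a statistical outlier from its plate by either plate-standardised score or position-corrected B-score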
An asterisk follows results filed as active. An excerpt. The share of hits here may be higher or lower than overall.

SMILES | Cav32 inh
O=C(NCc1ccc(Cl)cc1)C1CCCN(S(=O)(=O)c2cnc[nH]2)C1 (stereo not given) | 0.32
COc1ccc(N2Cc3cccc(C(=O)O)c3C2=O)cc1 | 1.1
CN(C)CCNC(=O)c1ccc(Cl)s1 | 0.67
OCC1CCCN(C(=S)NCCc2ccccc2)C1 (stereo not given) | 0.064
O=C(CC1(O)C(=O)Nc2ccccc21)c1ccc2c(c1)OCO2 (stereo not given) | 0.29
CCC(=O)N1CCc2cc(S(=O)(=O)NC(C(=O)NCc3ccc(C)cc3)C(C)C)ccc21 (stereo not given) | 0.4
Cn1c(CCNC(=O)c2ccc(Cl)c(Cl)c2)nnc1SCc1ccc(Cl)c(Cl)c1 | 1
Cc1ccc2c(CSc3nnc(N)s3)cc(=O)oc2c1 | -0.013
CCOC(=O)N1CCN(C(=O)C2CCN(C(=O)c3cc4sccc4n3CC)CC2)CC1 | 0.56
CC(C)(C)N=C1NC(=NC(C)(C)C)c2ccccc21 | -0.62
CCn1ncc(C2=NOC(C(=O)Nc3c(C)n(C)n(-c4ccccc4)c3=O)C2)c1C (stereo not given) | 1.5
CCCC(=O)Nc1nc(-c2ccc3c(c2)OCCO3)cs1 | -1.5
CC(C)OC(=O)CSc1nc(N)c(C#N)c(-c2cccs2)c1C#N | 0.85
COc1ccccc1N1C(=O)CC(Sc2ncccc2C(=O)O)C1=O (stereo not given) | 0.79
CCC(C)(C)NC(=O)C(c1ccc(OC)cc1)N(Cc1ccco1)C(=O)CCC(=O)Nc1cc(C)on1 (stereo not given) | -0.0063
O=C(c1ccc(Cl)c(Cl)c1)N1CCC(=O)N(C(COCc2ccccc2)Cc2ccccc2)CC1 (stereo not given) | -5*
CCCCN(CCCC)S(=O)(=O)c1ccc(N2CCCC2=O)c([N+](=O)[O-])c1 | -1.5
CCN(C(=O)CCc1nc(-c2ccc(OC)cc2)no1)c1cc(OC)ccc1OC | -6.5*
Cc1c(C(O)CN2CCN(Cc3ccc4c(c3)OCO4)CC2)c2ccccc2n1C (stereo not given) | -1.4
COc1cc(-c2nc(S(=O)(=O)c3ccc(Cl)cc3)c(N3CCOCC3)o2)cc(OC)c1OC | -0.0061
CN(C)CCCNCCNC(=O)/C=N\O | 0.67
CCCC(C(=O)NC1CCCC1)N(CCCN1CCOCC1)C(=O)c1snc(C(N)=O)c1N (stereo not given) | -1.7
COc1ccc(-c2[nH]c(-c3ccccc3)nc2SCC(=O)NCc2ccco2)cc1OC | 1.1
COC(=O)C1=C(C)N(CC2CC2)C(=O)N[C@H]1c1ccccc1 | 0.23
Cc1ccc(CCN2CC(C(=O)NCCCN3CCOCC3)CC2=O)cc1 (stereo not given) | 0.44
COCC(=O)N(C)c1nnc(-c2ccc([N+](=O)[O-])cc2)s1 | 0.77
CCOc1ccccc1C(=O)N1CCC(n2nnc3cc(C)ccc32)CC1 | 0.94
CC(C)(C)c1nnc2sc(SCC(=O)N3CCCc4ccccc43)nn2c1=O | -3.5
COc1ccc(CC(=O)Nc2ccc(C(=O)NCC(C)C)cc2)cc1 | 0.26
COc1ccc2c(c1)c(=O)cc(-c1ccccc1)n2C | 3.1
CC(=O)c1ccc(O)c(CC=C(C)C)c1 | -0.71
CCOc1ccccc1N1CC(C(=O)N2CCc3ccccc3C2)CC1=O (stereo not given) | 0.23
O=C(C1CCCN(S(=O)(=O)c2ccccc2)C1)N1CCCc2ccccc21 (stereo not given) | -1.1
O=C1c2[nH]nc(-c3ccccc3O)c2C(c2ccccc2)N1Cc1ccco1 (stereo not given) | -3.4
CCOc1ccc(NC(=O)CN2CCN(CC(=O)Nc3ccc4c(c3)OCO4)CC2)cc1 | -0.087
CCc1nc2cc(Cl)c(Cl)cc2[nH]1 | 0.032
CC(=O)c1cc2c(cc1NC(=O)CN1CCCCCC1)OCO2 | -0.21
CC(C)NC(=O)c1ccc2c(=O)n(C3CCCC3)c(=S)[nH]c2c1 | -0.49
CCCOC(=O)Nc1ccc(C(N)=O)cc1 | 0.045
Cc1ccc2c(c1)N(CC(=O)N1CCN(c3nc4ccccc4s3)CC1)C(=O)C(C)O2 (stereo not given) | -3.3
COc1cccc2cc3c(=O)oc4ccccc4c3nc12 | 0.035
CCOC(=O)c1cc2ccc(OC)cc2oc1=O | -0.89
Cc1ccc(C23CC4CC(CC(NC(=O)NC(C)(C)CO)(C4)C2)C3)cc1 | 0.35
COC(=O)/C(=C\Nc1ccc(Cl)cc1Cl)NC(=O)c1ccccc1 | -0.74
CCCC(c1nnnn1C1CCCCC1)N1CCN(c2ncccn2)CC1 (stereo not given) | 0.0019
O=C(Nc1cc(C(F)(F)F)ccc1N1CCOCC1)c1cccs1 | 0.35
O=C(CSc1ccc(Cl)cc1)NC1CCCC1 | 0.31
CC1CCc2cc(F)ccc2N1C(=O)CN1C(=O)c2ccccc2C1=O (stereo not given) | 0.072
Cc1cc(C)c2c(=O)n(-c3ccccc3)[nH]c2n1 | -0.2
Cc1ccc(OCC(=O)N/N=C\c2c(C)n(C)c3ccccc23)c([N+](=O)[O-])c1 | -1.5
CC(C)(C)c1cc(CNC2CS(=O)(=O)C[C@@H]2O)cc(C(C)(C)C)c1O (stereo not given in full) | -0.25
COC(=O)c1ccc2c(c1)NC(=O)C(N1CCCCC1)S2 (stereo not given) | -0.0018
Cc1cccc(C(=O)NCCc2csc(C)n2)c1 | 0.031
CCCn1c(C)cc(/C=C(\C#N)C(=O)OCC(=O)NC(=O)NCC)c1C | 0.45
Clc1ccc(Cl)c2sc(N3CCCC3)nc12 | -0.0023
COc1cccc(N2CCN(C(=O)c3cccnc3)CC2)c1 | -0.049
CC1(C)CC(=O)C2=C(C1)OC(c1cccs1)C(C#N)=C2N (stereo not given) | 1.1
N#CCSc1nnc(-c2ccccc2O)n1CCc1ccccc1 | -0.17
c1ccc(CN2CCN(c3nc(NCc4ccco4)c4ccccc4n3)CC2)cc1 | -2.4
CCCCCOc1ccc(C(=O)NC(C(=O)O)C(C)C)cc1 (stereo not given) | 1

The list goes on:
SMILES | Cav32 inh
COc1ccc(-c2[nH]ncc2Oc2ccccc2OC)c(O)c1 | -2.3
COc1ccc(-n2cnc3cc(NCc4ccco4)ccc32)cc1 | -0.5
CCOC(=O)c1ccc(NC(=O)Cn2nnc3ccccc32)cc1 | 0.035
O=C(Nc1nc2ccccc2n1CCN1CCCCC1)C1CCCCC1 | -0.0083
COc1ccc(N2CC(C(=O)Nc3nccs3)CC2=O)cc1 (stereo not given) | -0.67
O=C(Cn1ncc2c(=O)oc3ccccc3c21)N1CCC(N2CCCCC2)CC1 | 0.34
CCCCN1C(=O)C2NN=C(C(=O)OC)C2C1=O (stereo not given) | 0.53
Cc1ccc(SCCNC(=S)Nc2ccc(C)c(C)c2)cc1 | -4.4*
Cc1ccc(S(=O)(=O)N2CCCC2CO)cc1 (stereo not given) | 0.71
CC(=O)N1CCc2cc(S(=O)(=O)Nc3cccc(C(F)(F)F)c3)ccc21 | -1.4
CCCCCCn1c(N2CCN(c3ccccc3)CC2)nc2c1c(=O)n(C)c(=O)n2C | -2.8
Cn1nnnc1SCC(=O)Nc1ccc(N2CCOCC2)cc1 | 0.36
O=C(C=C1CCN(c2ncc(C(F)(F)F)cc2Cl)CC1)NNC(=O)Nc1ccccc1 | -0.57
O=C(CSCCO)Nc1cccc(C(F)(F)F)c1 | -0.38
COc1ccc(COCC(O)CN2CCOCC2)cc1OC (stereo not given) | -0.036
Cc1ccc(-c2nnn(CC(=O)Nc3ccc(S(=O)(=O)N4CCC(C)CC4)cc3)n2)cc1 | -0.098
COc1ccc(C2C(C#N)=C(N)Oc3n[nH]c(C)c32)cc1CN1CCN(c2ccc(F)cc2)CC1 (stereo not given) | -1.9
Cc1ccc(C2=CC(c3ccccc3)n3ncnc3N2)cc1 (stereo not given) | -0.74
CO[C@H]1C=CO[C@@]2(C)Oc3c(C)c(O)c4c(O)c(c(C=NN5CCN(C6CCCC6)CC5)c(O)c4c3C2=O)NC(=O)C(C)=CC=C[C@H](C)[C@H](O)[C@@H](C)[C@@H](O)[C@@H](C)[C@H](OC(C)=O)[C@@H]1C | 0.036
COc1cccc(-c2nnc(N(C)C(=O)C3CCOC3)s2)c1 (stereo not given) | -0.033

Ordered by value in Cav32 inh (high to low): three from the list above.
| Molecule | Cav32 inh |
| --- | --- |
| O=C(Cn1ncc2c(=O)oc3ccccc3c21)N1CCC(N2CCCCC2)CC1 | 0.34 |
| COc1cccc(-c2nnc(N(C)C(=O)C3CCOC3)s2)c1 (stereo not given) | -0.033 |
| COc1ccc(-c2[nH]ncc2Oc2ccccc2OC)c(O)c1 | -2.3 |

Filtered by structure, those above with a COOH group
SMILES | Cav32 inh
COc1ccc(N2Cc3cccc(C(=O)O)c3C2=O)cc1 | 1.1
COc1ccccc1N1C(=O)CC(Sc2ncccc2C(=O)O)C1=O (stereo not given) | 0.79
CCCCCOc1ccc(C(=O)NC(C(=O)O)C(C)C)cc1 (stereo not given) | 1

Next results.
SMILES | Cav32 inh
Nc1c(C(=O)NCc2ccccc2)c2nc3ccccc3nc2n1-c1ccc2c(c1)OCO2 | -1.6
CCOC(=O)c1[nH]c2ccc(Cl)cc2c1NC(=O)c1nonc1C | -0.33
COc1ccc(C(=O)NC(=S)Nc2nc(C)c(C(=O)N(C)C)s2)cc1 | 0.062
COC(=O)[C@@H]1C[C@H]2CC[C@H](O)C[C@H]2N1Cc1ccccc1OS(=O)(=O)c1ccc(C)cc1 | 0.99
COc1ccc(NCc2nnc(SCC(=O)N3CCCc4ccccc43)n2C)cc1 | 1.4
COc1ccc(/C=N/n2cncn2)cc1CSc1ccccn1 | -0.43
CCOC(=O)CNC(=O)CSc1ncnc2c1nnn2-c1ccc(F)cc1 | 0.36
O=C(CCSCCC(=O)NCCN1CCOCC1)NCCN1CCOCC1 | -2.4
CN(C)S(=O)(=O)N1CCc2ccccc2C1 | 0.7
Cc1cc(C(=O)CSc2n[nH]c(N)n2)c(C)n1C1CC1 | 0.12
Cc1noc(C)c1S(=O)(=O)N(CC(=O)O)c1ccc2c(c1)OCO2 | 0.067
Cc1ccc(C(=O)/C=C/Nc2ccc([N+](=O)[O-])cc2Br)cc1 | -1.2
CCCCCCc1nc2ccccc2c(=O)n1NC(=O)c1c(O)c2c(n(CC(C)C)c1=O)CCCC2 | -2.7
CSC1=NCCN1C(=O)c1ccc(S(=O)(=O)N(C)C)cc1 | 1.1
CC[C@H](CO)Nc1nc(Nc2cccc(Cl)c2)c2ncn(C(C)C)c2n1 | -0.43
CS(=O)(=O)NCCSCc1ccccc1 | -0.45
Cc1ccc(C(=O)C[n+]2cc(-c3ccccc3)n3c2CCCCC3)cc1 | -0.97
Cc1cc(NC(=O)CCCC(=O)NCc2cccs2)no1 | 0.97
COc1ccc(N(C)C2=NS(=O)(=O)c3ccccc32)cc1 | 0.09
CC(C)CN(C(=O)COC(=O)C12CC3CC(CC(O)(C3)C1)C2)C1CCS(=O)(=O)C1 (stereo not given) | 0.79

Next part (six carried over from the part before).
SMILES | Cav32 inh
CC[C@H](CO)Nc1nc(Nc2cccc(Cl)c2)c2ncn(C(C)C)c2n1 | -0.43
CS(=O)(=O)NCCSCc1ccccc1 | -0.45
Cc1ccc(C(=O)C[n+]2cc(-c3ccccc3)n3c2CCCCC3)cc1 | -0.97
Cc1cc(NC(=O)CCCC(=O)NCc2cccs2)no1 | 0.97
COc1ccc(N(C)C2=NS(=O)(=O)c3ccccc32)cc1 | 0.09
CC(C)CN(C(=O)COC(=O)C12CC3CC(CC(O)(C3)C1)C2)C1CCS(=O)(=O)C1 (stereo not given) | 0.79
O=C(NCCO)C(c1ccccc1)c1ccccc1 | -0.12
S=C(Nc1ccc(Cl)c(Cl)c1)NC1CCCCC1 | -2.1
O=C(Nc1nnc(COc2ccccc2)s1)C1CCN(S(=O)(=O)c2ccc(Cl)cc2)CC1 | 0.029
Cc1sc(NC(=O)CN2CCN(c3ccccn3)CC2)c(C#N)c1C | 0.34
CCOC(=O)c1c(NC(=S)Nc2ccc(F)cc2)sc2c1CCC2 | -1.4
CCN1CCN(c2ccc([N+](=O)[O-])cc2C(=O)c2ccc(Cl)cc2)CC1 | -2.2
Cn1nc(CC(=O)NC2CCCCC2)c2ccccc2c1=O | 1.4
O=C(C1CC1)N1CCc2cc(S(=O)(=O)NCC3COc4ccccc4O3)ccc21 (stereo not given) | -3
NC(=O)CC(NC(=O)Cc1cccc2ccccc12)c1ccc(NCc2ccc(F)cc2)c([N+](=O)[O-])c1 (stereo not given) | 0.37
O=C1CC(N2CCN(c3cccc(C(F)(F)F)c3)CC2)C(=O)N1c1ccccc1 (stereo not given) | -0.3
Cn1c(SCC(=O)NC(c2ccccc2)c2ccccc2)nnc1-c1cccs1 | -0.11
C#CCSC1=C(C#N)C(c2cccs2)C(C(=O)OCC)=C(C)N1 (stereo not given) | -2.8
O=C(Nc1cnn(Cc2ccccc2)c1)c1nc2ncccn2n1 | 0.51
Cc1ccc2c(c1)c1c3n2CCN=C3CCC1 | 0.95
Cc1ccc(CN=C2Nc3ccccc3CS2)cc1 | -2
Cc1cc(C(=O)OC(C)C(=O)Nc2nc(-c3ccccc3)cs2)c(C)o1 (stereo not given) | -2.5
CN(Cc1nnc(SCC(=O)NCCc2ccccc2)n1C)S(=O)(=O)c1ccccc1 | 2.6
COc1ccccc1N(CC(=O)NCc1cccnc1)S(C)(=O)=O | 0.3
COc1ccccc1Oc1ccc2c(c1)C(=O)N(c1cccc(O)c1)C2=O | -0.37
Cc1ccc(C)c(NC2=NC3(CCCCC3)N=C(N)N2)c1 | 0.47
COc1ccc(C(=O)/C=C/Nc2ccc(NC(C)=O)cc2)cc1OC | 0.67
